NCOA3 inh = SRC3 coactivator transcriptional activity inhibitors, primary screen, cell-based, luminescence; HEK293 GAL4-SRC3 luciferase reporter; inhibition, % at 3.6 µM; 360,000 compounds, 0.17% hits; AID 588352, 2011;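 active = inhibition above a per-campaign cutoff, the mean of all compounds plus 3 SD, cut at about 60% in these data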;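 note: 0% = DMSO-treated cells and 100% = gossypol-treated cells at 36 µM; higher means less SRC3-driven luciferase light from the GAL4 reporter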
TROY NFkB inh = inhibitors of TROY-driven NF-kB signaling, primary screen, Q293 LMP1-TROYcd cells, NF-kB luciferase, uHTS; Q293 LMP1-TROYcd NF-kB luciferase reporter, 4 h; 360,000 compounds, 0.98% hits; AID 1347056, 2019; inhibition, % at 10 µM;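 active = compounds whose plate-normalised and pattern-corrected inhibition of the luciferase reporter signal at the single screening dose is 50% or more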
NOD2-RIPK2 inh = NOD2-RIPK2 binding disruptors in cells, primary screen, fluorescence, CHO cells, BLA complementation; Receptor-interacting serine/threonine-protein kinase 2 (Homo sapiens), O43353; CCF4 ratio; inhibition, % at 4.98 µM; 360,000 compounds, 0.38% hits; AID 624267, 2012; in the data active = inhibition above about 21%;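 note: 0% = vehicle only and 100% = reference blocker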
Target sequence (O43353 whole entry, looked up): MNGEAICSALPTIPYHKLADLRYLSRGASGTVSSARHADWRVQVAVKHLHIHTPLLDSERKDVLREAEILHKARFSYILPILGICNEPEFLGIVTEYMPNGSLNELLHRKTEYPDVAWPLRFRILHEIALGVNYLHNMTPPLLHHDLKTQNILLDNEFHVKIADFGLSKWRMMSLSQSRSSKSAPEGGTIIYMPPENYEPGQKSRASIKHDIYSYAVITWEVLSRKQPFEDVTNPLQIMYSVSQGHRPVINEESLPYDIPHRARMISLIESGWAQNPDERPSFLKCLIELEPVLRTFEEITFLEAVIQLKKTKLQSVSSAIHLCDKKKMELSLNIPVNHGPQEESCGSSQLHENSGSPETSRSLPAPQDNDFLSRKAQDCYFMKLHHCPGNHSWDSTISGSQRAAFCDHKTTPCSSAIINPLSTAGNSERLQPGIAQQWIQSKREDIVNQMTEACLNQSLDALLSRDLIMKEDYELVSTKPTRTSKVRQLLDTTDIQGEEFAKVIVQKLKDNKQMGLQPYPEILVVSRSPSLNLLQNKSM
C8 TRAIL sens = viability loss with TRAIL in NB7+C8 cells, primary screen, TRAIL sensitizer project, cell-based, ATPlite luminescence | inhibition (viability loss, TRAIL sensitization), % at 10 µM | 360,000 compounds, 1% hits | AID 624354, 2012;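 active = compounds causing at least 50% loss of cell viability in the single-dose screen, relative to plate controls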
NCOA2 inhibitor = inhibition of GAL4-SRC2 driven luciferase reporter, primary screen, SRC2 inhibitor project, cell-based, luminescence | Nuclear receptor coactivator 2 (Homo sapiens), Q15596 | HEK293 GAL4-SRC2 luciferase reporter | inhibition, % at 9 µM | 370,000 compounds, 0.17% hits;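 active = inhibition above the mean inhibition of all tested compounds plus 3 SD, set per campaign, cut at about 52% in these data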;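 note: 0% = DMSO treated cells and 100% = cells given Gossypol at 36 µM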
COUP-TFII inh = NR2F2 transcriptional activity inhibitors, primary screen, cell-based, luciferase reporter, HEK293T, luminescence | COUP transcription factor 2 (Homo sapiens), P24468 | HEK293T NGFI-A luciferase reporter | inhibition, % at 8.6 µM | 370,000 compounds, 0.7% hits;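 active = inhibition above a per-plate cutoff, mean inhibition of test wells between control levels plus 3 SD, cut at about 38% in these data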;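 note: cells cotransfected with COUP-TFII expression vector driving the NGFI-A reporter; 0% = median of COUP-TF2 test wells and 100% = reporter-only cells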
Target sequence (P24468 whole entry, looked up): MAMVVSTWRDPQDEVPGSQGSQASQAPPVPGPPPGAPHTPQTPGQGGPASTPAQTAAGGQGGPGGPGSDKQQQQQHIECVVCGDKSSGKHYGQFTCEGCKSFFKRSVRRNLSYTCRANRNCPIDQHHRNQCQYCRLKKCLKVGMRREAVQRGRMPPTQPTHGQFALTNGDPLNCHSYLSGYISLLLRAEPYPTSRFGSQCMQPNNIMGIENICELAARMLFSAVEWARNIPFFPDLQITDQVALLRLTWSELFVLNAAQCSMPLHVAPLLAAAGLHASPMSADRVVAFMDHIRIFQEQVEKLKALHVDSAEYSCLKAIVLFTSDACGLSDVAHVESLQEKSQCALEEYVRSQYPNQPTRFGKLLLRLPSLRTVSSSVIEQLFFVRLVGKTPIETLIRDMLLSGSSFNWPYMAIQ
NR5A2 inv ag = LRH-1 (NR5A2) inverse agonists, primary screen, cell-based, luminescence, HEK293T, StAR-luciferase reporter; AID 602396, 2012; LRH-1 transfected, 24 h; 360,000 compounds, 0.13% hits; Nuclear receptor subfamily 5 group A member 2 (Homo sapiens), O00482; inhibition, % at 3.6 µM;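 active = inhibition above the mean inhibition of all tested compounds plus 3 SD, cut at about 73% in these data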;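 note: 0% = DMSO wells and 100% = reporter-only cells lacking LRH-1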
EBV LMP1 NFkB = EBV LMP1-driven NF-kappaB luciferase reporter inhibitors, primary screen, cell-based, luminescence, single point; LMP1-induced NF-kappaB luciferase reporter cells; inhibition, % at 12.5 µM; 350,000 compounds, 0.69% hits; AID 504558, 2011; in the data active = inhibition above about 41%; inconclusive = no clear call, values can overlap the other calls;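 note: 0% = neutral control wells and 100% = reference inhibitor control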
Vif inh = HIV Vif self-association inhibitors, primary screen, imaging, HEK293T, single point. inhibition, % at 7.49 µM. HEK293T cells, Vif self-association by quenched fluorescence, 24 h. 340,000 compounds, 0.35% hits; in the data active = inhibition above about 50%, passing the limit was not always enough; inconclusive = no clear call, values can overlap the other calls; inactive = below about 31%; note: some results filed as inactive read as strong as hits
TLR9-MyD88 inh = inhibitors of TLR9-MyD88 association in cells, primary screen, cell-based, CHO, BLA complementation, fluorescence; CCF4 FRET ratio; inhibition, % at 4.98 µM; 340,000 compounds, 0.21% hits;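 active = inhibition above the mean over all tested compounds plus 3 SD, cut at about 21% in these data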;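 note: 0% = DMSO only wells and 100% = clavulanate BLA inhibitor control wells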
NCOA1 inh = SRC1 coactivator transcriptional activity inhibitors, primary screen, cell-based, luminescence. HEK293 GAL4-SRC1 luciferase reporter. inhibition, % at 3.6 µM. 360,000 compounds, 0.12% hits;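 active = inhibition above the campaign mean plus 3 SD, with each screening campaign given its own cutoff, cut at about 60% in these data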;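 note: 0% = DMSO treated cells and 100% = gossypol at 36 µM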
* hit, by the source's call; ? = inconclusive; . = not tested or not shown; & = joins results of further samples. Some of the compounds tested, so the mix of outcomes need not match the whole.

smiles	Vif inh	NCOA2 inhibitor	C8 TRAIL sens	NCOA1 inh	COUP-TFII inh	NOD2-RIPK2 inh	TLR9-MyD88 inh	TROY NFkB inh	NCOA3 inh	EBV LMP1 NFkB	NR5A2 inv ag
COc1ccccc1/C=C1/C(=N/O)C2CCN1CC2	.	9	-19	-17	14	-4	0	17	3	1	2
COC(=O)C1=C(c2ccccc2OCc2ccccc2)C[C@@H]2CC[C@H]1N2C(=O)NCc1ccc(C(C)(C)C)cc1	0	-13	19	-4	-15	1	3	-22	-11	-1	12
CCOC(=O)[C@]12Cc3ccccc3[C@H]1N(C(C)C)C(=O)c1cc(OC)ccc12	.	-3	27	.	-20	-5	.	11	.	.	-22
C[C@]12CCC(=O)CC1CCC1C2CC[C@]2(C)C(OC(=O)CCC(=O)O)CCC12 (stereo partly drawn)	.	-18	-1	-2	-4	1	1	-3	7	0	-10
Cc1ccc(C(O)(C(=O)NNC(=O)CN2CCN(C)CC2)c2ccc(C)cc2)cc1	1	-9	-10	4	-3	-4	-4	9	10	7	2
CNC(C(=O)c1ccccc1)C(OC(C)=O)c1cccc([N+](=O)[O-])c1 (stereo not drawn)	10	-37	4	-19	-5	-3	-4	-13	19	-2	-2
O=C1NC2NC(=O)N([N+](=O)[O-])C2N1 (stereo not drawn)	5	-5	11	15	1	-21	.	6	-3	.	4
CC(=O)c1cccc(OCC(=O)N2CCN(CC(=O)Nc3cccc(F)c3)CC2)c1	12	9	-7	-6	-2	-7	1	9	-7	7	5
CCCC(C)C1(CC)C(=O)NC(=Nc2ccc(F)cc2)NC1=O (stereo not drawn)	1	11	-10	3	10	-4	-12	-1	18	1	10
Cc1ccc(Cn2nc(C(=O)Nc3ccc(Br)cc3)cc2C)cc1	-8	-37	17	-41	53*	7	5	-8	-39	-35	14
COc1ccc(CCNCc2sccc2C)cc1	-4	-35	-8	-3	-11	-3	-4	-7	-13	-5	-21
COC(=O)C(O)(c1ccc2c(c1)CCCN2)C(F)(F)F (stereo not drawn)	4	-3	21	-3	3	-9	3	-15	20	-5	6
O=C1OC(c2ccc([N+](=O)[O-])cc2)=N/C1=C/N1CC2CC(C1)c1cccc(=O)n1C2 (stereo not drawn)	52*	12	-22	5	-22	-4	8	13	-7	-6	5
CC(=O)N(C1=NCCCS1)c1ccccc1F	20	-7	1	-6	-6	9	5	-7	6	8	-1
O=C(C1CCCN(c2nnc(-n3cccc3)s2)C1)N1CCC2(CC1)OCCO2 (stereo not drawn)	1	-21	-4	4	9	-10	8	.	1	11	3
CN1CCN(c2ccc([N+](=O)[O-])cc2Cl)CC1	-5	-15	-16	-3	5	-8	-6	-3	8	0	-6
COC(=O)N(C)c1ccc(C(O)(C(=O)OC)C(F)(F)F)cc1 (stereo not drawn)	40	-6	-5	-22	-6	3	-6	-26	19	10	0
COc1ccc(CN2CCN(C(=O)Cc3ccccc3)CC2)c(OC)c1	1	-29	4	-18	9	-11	-1	2	7	6	2
C(#CCN1CCCC1)CN1CCCC1	-4	-2	12	-25	-6	-43	4	0	1	3	17
O=C1NC(=O)C(=Cc2cc(Cl)ccc2OCc2ccc(C(=O)O)cc2)C(=O)N1	-7	-7	-7	-13	14	-1	1	3	2	7	13
CCCOP(=O)(OCCC)C(NC(=O)c1ccccc1)=C(Cl)Cl	7	-19	-7	3	5	-8	13	5	10	-10	-7
COc1ccc(C2=NCC(=O)N(CC(=O)NCc3ccco3)c3sc4c(c32)CCCC4)cc1	5	6	-3	7	-18	-10	9	27	9	19	-14
COc1ccc2c(c1O)-c1c(OC)c(OC)cc3c1[C@H](C2)N(C)CC3	-8	1	-14	3	6	3	-6	5	2	26	2
CCOP(=S)(OCC)Oc1ccc2c(C)c(Cl)c(=O)oc2c1	-19	-12	-3	-4	-1	-3	.	-24	-5	.	-29
O=C1/C(=C\c2ccc(Cl)cc2Cl)N2CCC1CC2	15	-15	8	2	-5	2	.	-33	2	.	0
CCOc1cc(CN2CCN(C(=O)Cc3ccccc3)CC2)ccc1OC	-4	9	26	8	-18	-11	-8	48	1	1	-13
CCOc1ccccc1-n1c(O)c(C=NCCCN(CC)CC)c(=O)[nH]c1=O	-3	1	-16	1	0	4	0	9	6	-4	-15
CCOC(=O)C1CCN(/C=C2/C(=O)NC(=S)N(c3cccc(OC)c3)C2=O)CC1	-13	-2	3	14	2	4	-1	16	14	-10	-6
COC(=O)C1=C(c2ccc(OCc3ccccc3)cc2)C[C@@H]2CC[C@H]1N2C(=O)NCc1ccc([N+](=O)[O-])cc1	-3	28	21	22	-1	5	2	13	14	2	-13
CCN1CCN(c2cc(N3CCCC3)c(F)cc2[N+](=O)[O-])CC1	4	-29	-3	10	10	0	-11	0	19	-14	2
CCOP(=O)(C(NC(=O)c1ccccc1Cl)=C(Cl)Cl)c1ccccc1 (stereo not drawn)	?	2	-1	-3	16	-4	-6	1	-3	20	4
O=S(=O)(c1ccc(F)cc1)N1CCCCC1c1cccnc1 (stereo not drawn)	0	17	-7	-11	7	-7	-9	-8	12	-5	-4
COc1ccc2c3c1O[C@H]1C(=O)CC[C@H]4[C@@H](C2)N(C)CC[C@]314	-3	35	-3	11	20	0	-1	-2	6	4	-9
CC(C)OCCCNC(=O)c1c(N)n(Cc2cccs2)c2nc3ccccc3nc12	.	-8	17	14	-1	-16	-23	34	-5	-26	18
NC(=O)c1cn(C2CCCCC2)c2ccccc2c1=O	-1	-9	0	16	23	7	-9	3	1	5	4
CCc1ccc2nc(N3CCC(C(=O)N4CCC5(CC4)OCCO5)CC3)sc2c1	-6	8	44	-21	14	-3	0	-12	-35	11	-1
O=C(CN1C(=O)COc2ccccc21)N1CCC2(CC1)OCCO2	-5	-33	-6	4	-19	-2	-1	0	6	3	-7
CCc1cc(=O)oc2c(C)c(OCC(=O)N3C[C@H]4C[C@@H](C3)c3cccc(=O)n3C4)ccc12	14	10	-5	-8	12	-6	-9	-10	8	-5	-10
Cc1nc2cc(C(F)(F)F)ccc2n1C1CCN(Cc2nnnn2Cc2ccc3c(c2)OCO3)CC1	-1	16	58*	4	6	-6	1	14	7	4	-15
O=c1c2ccccc2nc(-c2ccco2)n1-c1ccc(Br)cc1	4	10	45	9	7	1	-3	-10	13	10	12
Clc1cccc(Cl)c1NC1=NCCS1	.	-14	-16	-15	2	-2	-6	-3	13	-1	15
Cc1ccc2nsnc2c1-n1c(C)nc2ccccc2c1=O	-3	2	1	16	7	-2	0	-32	-3	-12	-3
O=C(C(=O)N1CCOCC1)c1cn(CCCOc2ccccc2)c2ccccc12	-3	-15	-11	-13	4	0	-8	-2	19	1	1
CC(Cc1ccccc1Sc1ccc(O)cc1)N(C)C (stereo not drawn)	3	.	-4	0	.	3	-6	-12	21	-7	12
CCCCn1c(=O)c(C=Nc2cccnc2Cl)c(O)n(CCCCl)c1=O	-2	21	0	-26	-11	-6	3	-6	1	9	12
FC(F)(F)c1ccccc1N1CC1c1ccncc1 (stereo not drawn)	-12	35	-4	15	27	1	2	15	9	-2	0
Cn1c(N2CCNCC2)nc2ccccc21	5	3	-18	-22	20	-8	-15	-2	9	-3	7
C=CC1CN2CCC1CC2C(OC(C)=O)c1ccnc2ccc(OC)cc12 (stereo not drawn)	-5	-13	14	-1	13	-6	5	-10	9	3	7
O=c1[nH]c(=O)n(-c2ccc(Cl)cc2)c(O)c1C=NCCN1CCCCC1	-1	-20	-1	-10	2	-8	3	14	5	-2	11
CCOC(=O)c1cn2nc(OP(=S)(OCC)OCC)cc2nc1C	-7	-35	7	4	2	-1	4	6	11	-3	10

Next section
smiles	Vif inh	NCOA2 inhibitor	C8 TRAIL sens	NCOA1 inh	COUP-TFII inh	NOD2-RIPK2 inh	TLR9-MyD88 inh	TROY NFkB inh	NCOA3 inh	EBV LMP1 NFkB	NR5A2 inv ag
CC[C@@H](CO)NC(=O)[C@@H]1C=C2c3cccc4c3c(cn4C)C[C@H]2N(C)C1	3&-1	-5&-11	-2&5	5&-7	-7&-25	-7&-18	-1&-16	4&-23	1&-3	-4&2	2&-19
Cc1cc(O)c2c(C)c(CC(=O)N3C[C@H]4C[C@@H](C3)c3cccc(=O)n3C4)c(=O)oc2c1	-5	-6	-1	-10	-24	1	4	-3	16	-3	-10
COC(=O)C1=C(c2ccc(Cl)c(C(F)(F)F)c2)C[C@@H]2CC[C@H]1N2C(=O)NCCOc1ccccc1Cl	10	.	22	5	.	-5	-2	8	17	4	6
O=c1[nH]c2ccccc2n1C1CCN(C(c2cccs2)c2nnnn2Cc2ccccc2)CC1 (stereo not drawn)	.	-5	31	25	34	-2	.	35	48	.	28
COC(=O)C1=C(c2ccc(F)cc2OCc2ccccc2)C[C@@H]2CC[C@H]1N2C(=O)NCc1ccc(OC)cc1	-4	-10	2	-18	-6	4	2	-16	21	3	6

Source: PubChem (several laboratories)
